Assay outcomes: PubChem BioAssay, several laboratories
TRPML3 agonist: human mucolipin-3 channel agonism | Q8TDD5 | HEK293 TRPML3-YFP, Fluo-8 calcium fluorescence; 100% = the carbachol control signal | activation, % at 3 µM | hit rate 0.29% among 220,000;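 active means activation above its plate's cutoff, the mean activation of the plate's test wells plus 3 SD, cut at about 12% in these data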;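 further: 0% = DMSO only wells and 100% = carbachol wells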
Target sequence (Q8TDD5 whole entry, looked up): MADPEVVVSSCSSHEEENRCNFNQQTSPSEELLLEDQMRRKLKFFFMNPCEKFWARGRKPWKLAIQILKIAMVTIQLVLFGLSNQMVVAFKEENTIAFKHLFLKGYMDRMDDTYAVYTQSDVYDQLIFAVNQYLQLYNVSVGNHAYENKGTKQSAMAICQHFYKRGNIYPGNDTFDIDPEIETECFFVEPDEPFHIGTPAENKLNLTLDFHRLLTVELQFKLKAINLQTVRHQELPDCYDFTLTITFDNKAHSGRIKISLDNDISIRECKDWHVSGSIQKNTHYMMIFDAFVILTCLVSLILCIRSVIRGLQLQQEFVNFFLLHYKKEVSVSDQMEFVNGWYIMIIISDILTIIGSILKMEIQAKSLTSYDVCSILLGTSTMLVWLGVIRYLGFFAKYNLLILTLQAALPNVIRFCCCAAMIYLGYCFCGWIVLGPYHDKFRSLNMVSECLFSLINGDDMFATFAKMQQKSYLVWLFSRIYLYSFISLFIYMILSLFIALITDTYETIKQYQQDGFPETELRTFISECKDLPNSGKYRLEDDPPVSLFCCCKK
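Test system: HEK293 cells stably carrying human TRPML3-YFP; Doses: single dose, 3 µM final nominal compound, 0.3% DMSO final; Schedule: dye loading 1 h 37 °C then 30 min ambient, 125 s read; Technique: Fluo-8 calcium fluorescence; Benchmarks: high control carbachol 87 µM, low control DMSO.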
CHOP inhibitor: inhibitors of CHOP induction in ER stress response. hit rate 3.8% among 220,000. AID 2732. CHO-K1 CHOP-promoter luciferase, tunicamycin-induced, 15-18 h. inhibition, % at 10 µM;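 active means compounds that reduced the stress-induced luciferase reporter signal by more than about 70% of percent inhibition, limit read from the data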;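 further: 0% = tunicamycin plus vehicle and 100% = wells without tunicamycin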
PPC-1+TRAIL kill: kills PPC-1 cancer cells in the presence of TRAIL; AID 1443; PPC-1 cells + TRAIL, ATPLite viability luminescence; hit rate 0.41% among 220,000; cell killing (% activity), % at 4 µM;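 active means cell killing above 50% in the first pass at 4 µM, then a duplicate retest at 5 µM averaging 50% or more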;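 further: plate controls were cells with TRAIL plus DMSO for no effect and medium-only wells lacking cells for full effect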
14-3-3 Bad PPI: disrupts binding of bovine 14-3-3 zeta to phospho-Bad peptide. TR-FRET 14-3-3zeta/Dy647-pBad peptide displacement, 1 h. hit rate 0.71% among 220,000. inhibition, % at 21.7 µM. P63103;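 active means inhibition above about 70%, limit read from the data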;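 further: 0% = full 14-3-3 plus peptide FRET controls and 100% = background without 14-3-3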
EP2 modulator: modulates human prostaglandin E2 receptor EP2 signaling | AID 940 | induction, % at 25 µM | hit rate 0.83% among 260,000 | EP2-expressing cells, cAMP HTRF FRET, PGE2 co-stimulation;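 active means compounds whose cAMP rise, as percent of the full-agonist control response, exceeds 60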;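 further: rat C6 glioma line stably carrying human EP2 under a CMV promoter; the protocol text gives 20 µM as final concentration; 100% = response of wells given 1 µM PGE2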
NPY-Y1 PAM-ag: potentiators or agonists of human neuropeptide Y receptor Y1 | activation, % at 3.6 µM | NPY-Y1 expressing cells, potentiator/agonist activation | P25929 | AID 1304 | hit rate 0.37% among 220,000; in the data active means activation above about 33%, passing the limit was not always enough;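 further: cells stimulated with NPY at EC10 then isoproterenol at EC100; 0% = low agonist plus stimulus and 100% = saturating agonist plus stimulus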
Target sequence (P25929 whole entry, looked up): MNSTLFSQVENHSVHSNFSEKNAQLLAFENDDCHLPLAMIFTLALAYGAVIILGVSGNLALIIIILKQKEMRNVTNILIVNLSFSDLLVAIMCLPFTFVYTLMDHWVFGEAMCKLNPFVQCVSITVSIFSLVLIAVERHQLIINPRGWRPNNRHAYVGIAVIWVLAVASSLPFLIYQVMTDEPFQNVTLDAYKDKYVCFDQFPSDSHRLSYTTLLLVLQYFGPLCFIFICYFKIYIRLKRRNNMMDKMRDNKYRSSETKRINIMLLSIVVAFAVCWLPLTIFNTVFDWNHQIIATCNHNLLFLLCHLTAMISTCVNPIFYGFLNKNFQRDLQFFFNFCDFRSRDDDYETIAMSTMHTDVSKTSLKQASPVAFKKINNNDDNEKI
EP2 antag: blocks the human prostaglandin E2 receptor EP2; AID 1422; hit rate 0.52% among 260,000; inhibition, % at 25 µM; P43116; C6 glioma cells expressing human EP2, cAMP TR-FRET; cells stimulated with saturating PGE2;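 active means percent inhibition above 40 after rounding to a whole number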;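 further: rat C6 glioma host cells with rolipram phosphodiesterase inhibitor present; the protocol text gives 20 µM as final concentration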
NPY-Y1 antag: antagonists of human neuropeptide Y receptor Y1; hit rate 1% among 200,000; inhibition, % at 3.6 µM; AID 1040; HEK293-CNG Y1 cells, membrane potential fluorescence; NPY at EC95, then isoproterenol;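 active means inhibition above the campaign mean inhibition of all tested compounds plus 3 SD, cut at about 20% in these data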;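 further: 0% = DMSO wells given NPY plus isoproterenol and 100% = isoproterenol alone without NPY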
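Material: HEK293 cells co-expressing NPY Y1 receptor and cyclic-nucleotide gated channel. Timing: compound incubation 1 h at room temperature, readout 45 min post-stimulation. Signal: fluorescence, membrane potential probe.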
zfTRPN1 agonist: agonists of zebrafish TRPN1 channel; HEK293 zebrafish TRPN1-YFP, Fluo-8 calcium fluorescence; 100% = response to 87 µM carbachol; activation, % at 3 µM; hit rate 0.18% among 220,000; AID 1424;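 active means activation above its plate's cutoff, the mean activation of test wells on that plate plus 3 SD, cut at about 19% in these data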;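 further: 0% = DMSO alone and 100% = 87 µM carbachol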
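Control set: carbachol 87 µM as high control, DMSO as low control; system: HEK293 stable line with zebrafish TRPN1-YFP; read-out: % activation versus carbachol response; detection: intracellular calcium fluorescence with Fluo-8; doses: single test compound dose, 3 µM nominal, 0.3% DMSO; schedule: dye 1 h 37 °C plus 30 min RT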
Active calls of the source: *; [ ] = another dose, or the depositor's remark.

Results for O=Cc1nc(-c2ccccc2Cl)n2ccccc12 ?
TRPML3 agonist: 0.9; CHOP inhibitor: 13; PPC-1+TRAIL kill: 3; 14-3-3 Bad PPI: -6; EP2 modulator: 20; NPY-Y1 PAM-ag: 7; EP2 antag: 9; NPY-Y1 antag: -4; zfTRPN1 agonist: -0.6

How did COc1ccc(N2CCN(C(c3cc4ccc(C)cc4[nH]c3=O)c3nnnn3C3CCCC3)CC2)cc1 (configuration not stated) do in these assays?
TRPML3 agonist: -0.2; CHOP inhibitor: 13; PPC-1+TRAIL kill: -1; 14-3-3 Bad PPI: -12; EP2 modulator: -8; NPY-Y1 PAM-ag: 4; EP2 antag: 5; NPY-Y1 antag: 1; zfTRPN1 agonist: 1.2

How did O=C(Cc1cccs1)NCc1cccc(CNC(=O)Cc2cccs2)c1 do in these assays?
TRPML3 agonist: 0.1; CHOP inhibitor: -22; PPC-1+TRAIL kill: 4; 14-3-3 Bad PPI: -6; EP2 modulator: -21; NPY-Y1 PAM-ag: 7; EP2 antag: 5; NPY-Y1 antag: 3; zfTRPN1 agonist: -1.1

How did COc1ccc2cc(Br)ccc2c1CC(=O)NC(C)C do in these assays?
TRPML3 agonist: -0.5; CHOP inhibitor: 6; 14-3-3 Bad PPI: 10; EP2 modulator: 23; NPY-Y1 PAM-ag: 7; EP2 antag: 19; NPY-Y1 antag: 3; zfTRPN1 agonist: -0.2

What do the screens show for `COc1ccc(-n2c(C)cc(C(=O)Cn3c(NCCO)nc4ccccc43)c2C)cc1`?
TRPML3 agonist: 0.9; CHOP inhibitor: 14; PPC-1+TRAIL kill: 22; 14-3-3 Bad PPI: -13; EP2 modulator: 53; NPY-Y1 PAM-ag: -11; EP2 antag: 3; NPY-Y1 antag: 10; zfTRPN1 agonist: 1.4

How did CCOC(=O)NC1(Nc2ccc(C)cc2)Oc2ccccc2O1 do in these assays?
TRPML3 agonist: -0.3; CHOP inhibitor: 21; PPC-1+TRAIL kill: 27; 14-3-3 Bad PPI: 7; EP2 modulator: -5; NPY-Y1 PAM-ag: -7; EP2 antag: 5; NPY-Y1 antag: -2; zfTRPN1 agonist: -0.2

How did Cc1cccc(OCC2=N/C(=C\N(C)C)C(=O)O2)c1 do in these assays?
TRPML3 agonist: 0.1; CHOP inhibitor: 15; PPC-1+TRAIL kill: -6; 14-3-3 Bad PPI: 1; EP2 modulator: 29; NPY-Y1 PAM-ag: -1; EP2 antag: 12; NPY-Y1 antag: -3; zfTRPN1 agonist: -0.2

How did CCOC(=O)CSc1nsc(SCC(=O)OCC)c1C#N do in these assays?
TRPML3 agonist: -0.8; CHOP inhibitor: 6; PPC-1+TRAIL kill: 18; 14-3-3 Bad PPI: 11; EP2 modulator: 28; NPY-Y1 PAM-ag: -12; EP2 antag: 20; NPY-Y1 antag: -1; zfTRPN1 agonist: -0.5

Results for CCC(=O)N1CCc2cc(S(=O)(=O)CCC(=O)Nc3ccc(C)cn3)ccc21 ?
TRPML3 agonist: 0.6; CHOP inhibitor: 2; PPC-1+TRAIL kill: -17; 14-3-3 Bad PPI: 4; EP2 modulator: -23; NPY-Y1 PAM-ag: 1; EP2 antag: 6; NPY-Y1 antag: 3; zfTRPN1 agonist: 1.8

Results for CC1CCN(CCCNC(=O)CCCNC(=O)Cn2cnc3sc4c(c3c2=O)CCCC4)CC1 ?
TRPML3 agonist: 0.1; CHOP inhibitor: -19; PPC-1+TRAIL kill: 1; 14-3-3 Bad PPI: -9; EP2 modulator: 18; NPY-Y1 PAM-ag: -18; EP2 antag: 14; NPY-Y1 antag: 5; zfTRPN1 agonist: -1.4

How did Cc1ccc(S(=O)(=O)N(C)C)cc1NC(=S)NC(C)CCCC(C)C (configuration not stated) do in these assays?
TRPML3 agonist: 1.4; CHOP inhibitor: 26; PPC-1+TRAIL kill: -6; 14-3-3 Bad PPI: 4; EP2 modulator: -17; NPY-Y1 PAM-ag: -14; EP2 antag: 13; NPY-Y1 antag: 8; zfTRPN1 agonist: 5.1

Results for Cc1cc(Cl)ccc1OCC(=O)OC(C)C(=O)NC(N)=O (configuration not stated) ?
TRPML3 agonist: 0.2; CHOP inhibitor: -15; PPC-1+TRAIL kill: 2; 14-3-3 Bad PPI: 3; EP2 modulator: 9; NPY-Y1 PAM-ag: -21; EP2 antag: 6; NPY-Y1 antag: -5; zfTRPN1 agonist: 0.0

Results for CCN(CC)S(=O)(=O)c1cccc(NC(=O)C2SC(=Nc3ccc(C)cc3C)C(C(=O)NC(C)COC)=C2N)c1 (configuration not stated) ?
TRPML3 agonist: -0.2; CHOP inhibitor: 39; PPC-1+TRAIL kill: 15; 14-3-3 Bad PPI: 3; EP2 modulator: 14; NPY-Y1 PAM-ag: -3; EP2 antag: 8; NPY-Y1 antag: -1; zfTRPN1 agonist: 0.6

How did O=S(=O)(Nc1nc2ccccc2nc1OCC(F)(F)F)c1cccs1 do in these assays?
TRPML3 agonist: 0.1; CHOP inhibitor: -5; PPC-1+TRAIL kill: 7; 14-3-3 Bad PPI: 12; EP2 modulator: 23; NPY-Y1 PAM-ag: -17; EP2 antag: 8; zfTRPN1 agonist: 0.1

What do the screens show for `O=C1NC(=O)/C(=C\c2ccccc2Oc2ccc(F)c(F)c2)S1`?
TRPML3 agonist: 0.4; CHOP inhibitor: 19; PPC-1+TRAIL kill: -10; 14-3-3 Bad PPI: 7[fluorescence artefact?]; EP2 modulator: 29; NPY-Y1 PAM-ag: 1; EP2 antag: 11; NPY-Y1 antag: 7; zfTRPN1 agonist: 2.1

How did Cc1ccnc(NC(=S)NC(=O)/C=C/c2ccc(Cl)cc2)c1 do in these assays?
TRPML3 agonist: 1.5; CHOP inhibitor: -10; PPC-1+TRAIL kill: 10; 14-3-3 Bad PPI: 4; EP2 modulator: 8; NPY-Y1 PAM-ag: 16; EP2 antag: 4; NPY-Y1 antag: 8; zfTRPN1 agonist: 0.2

Results for COCCn1c(=O)[nH]c2cc(C(=O)NCCCN3CCN(c4ccc(F)cc4)CC3)ccc2c1=O ?
TRPML3 agonist: 0.1; CHOP inhibitor: 1; PPC-1+TRAIL kill: 25; 14-3-3 Bad PPI: 47; EP2 modulator: -6; NPY-Y1 PAM-ag: 19; EP2 antag: 8; NPY-Y1 antag: -7; zfTRPN1 agonist: 1.0

What do the screens show for `Cc1cc(SCC(=O)Nc2c(C)n(C)n(-c3ccccc3)c2=O)n2c(nc3ccccc32)c1C#N`?
TRPML3 agonist: 1.0; NPY-Y1 PAM-ag: -1; NPY-Y1 antag: -2; zfTRPN1 agonist: -0.2

How did Cc1cccn2c(=O)c(/C=C(\C#N)C(=O)NC3CCS(=O)(=O)C3)c(N3CCC(C)CC3)nc12 (configuration not stated) do in these assays?
TRPML3 agonist: 0.4; CHOP inhibitor: 3; PPC-1+TRAIL kill: -17; 14-3-3 Bad PPI: 2; EP2 modulator: 3; NPY-Y1 PAM-ag: -8; EP2 antag: 4; NPY-Y1 antag: 2; zfTRPN1 agonist: -0.3

How did CS(=O)(=O)N(CC(=O)N1CCCCCC1)c1cccc(Br)c1 do in these assays?
TRPML3 agonist: 1.1; CHOP inhibitor: 8; PPC-1+TRAIL kill: -10; 14-3-3 Bad PPI: -11; EP2 modulator: 11; NPY-Y1 PAM-ag: -33; EP2 antag: 3; NPY-Y1 antag: -1; zfTRPN1 agonist: 1.1

How did CCOCCCNC(=O)C(C)NS(=O)(=O)c1ccc(C)cc1 (configuration not stated) do in these assays?
TRPML3 agonist: -0.2; CHOP inhibitor: -3; PPC-1+TRAIL kill: 24; 14-3-3 Bad PPI: -6[fluorescence artefact?]; EP2 modulator: 5; NPY-Y1 PAM-ag: 6; EP2 antag: 8; NPY-Y1 antag: -2; zfTRPN1 agonist: -0.2

What do the screens show for `CCOc1ccc(-n2c(SCC(=O)Nc3nccs3)nc3c(c2=O)SCC3)cc1`?
TRPML3 agonist: 0.4; CHOP inhibitor: 7; PPC-1+TRAIL kill: 16; 14-3-3 Bad PPI: 7; EP2 modulator: 5; NPY-Y1 PAM-ag: 2; EP2 antag: 9; NPY-Y1 antag: 1; zfTRPN1 agonist: 1.8

How did CSc1ccc(-c2cc(=O)c3ccccc3o2)cc1 do in these assays?
TRPML3 agonist: -0.7; CHOP inhibitor: 50; PPC-1+TRAIL kill: 33; 14-3-3 Bad PPI: 0; EP2 modulator: 4; NPY-Y1 PAM-ag: -5; EP2 antag: 15; NPY-Y1 antag: 10; zfTRPN1 agonist: -0.5

How did COc1ccc(-c2cn3ccsc3n2)cc1 do in these assays?
TRPML3 agonist: 0.2; CHOP inhibitor: 25; PPC-1+TRAIL kill: 46; 14-3-3 Bad PPI: 0; EP2 modulator: -20; NPY-Y1 PAM-ag: -7; EP2 antag: 8; NPY-Y1 antag: 2; zfTRPN1 agonist: 0.5

What do the screens show for `C=CCSC1=C(C#N)C2(CCCCC2)C(C#N)C(=O)N1` (configuration not stated)?
TRPML3 agonist: 0.3; CHOP inhibitor: 26; PPC-1+TRAIL kill: 10; 14-3-3 Bad PPI: 2[fluorescence artefact?]; EP2 modulator: -6; NPY-Y1 PAM-ag: 15; EP2 antag: 7; NPY-Y1 antag: -4; zfTRPN1 agonist: 1.1

Results for CC(=O)c1cc(F)c(N2CCCC2)cc1C ?
TRPML3 agonist: 0.7; CHOP inhibitor: 6; PPC-1+TRAIL kill: 14; 14-3-3 Bad PPI: -4; EP2 modulator: -30; NPY-Y1 PAM-ag: -10; EP2 antag: 7; NPY-Y1 antag: 1; zfTRPN1 agonist: 0.4

How did COc1ccc(C(=O)N/N=C2\CCc3ccccc32)cc1OC do in these assays?
TRPML3 agonist: 0.9; CHOP inhibitor: -21; PPC-1+TRAIL kill: 14; 14-3-3 Bad PPI: 0; EP2 modulator: -23; NPY-Y1 PAM-ag: 9; EP2 antag: 3; NPY-Y1 antag: -1; zfTRPN1 agonist: -0.8

How did CC(=O)c1c(COC(=O)c2cccnc2)nc2ccccc2[n+]1[O-] do in these assays?
TRPML3 agonist: 0.2; CHOP inhibitor: -7; PPC-1+TRAIL kill: -12; 14-3-3 Bad PPI: 25[fluorescence artefact?]; EP2 modulator: -30; NPY-Y1 PAM-ag: -7; EP2 antag: 13; NPY-Y1 antag: 1; zfTRPN1 agonist: 0.1

What do the screens show for `CC1Cc2ccccc2N1C(=O)c1ccc(N2CCCCC2)c([N+](=O)[O-])c1` (configuration not stated)?
TRPML3 agonist: 0.2; CHOP inhibitor: 46; PPC-1+TRAIL kill: 12; 14-3-3 Bad PPI: 3[fluorescence artefact?]; EP2 modulator: 1; NPY-Y1 PAM-ag: 8; EP2 antag: 3; NPY-Y1 antag: -4; zfTRPN1 agonist: -0.7

An excerpt (hit frequency here may not be typical).
